From PubChem
NOD2 RIPK2 PPI: NOD2-RIPK2 protein interaction inhibition. O43353. CHO BLA complementation NOD2-RIPK2, CCF4 ratio. inhibition, % at 4.98 µM. 360,000 compounds, 0.38% hits; in the data active = inhibition above about 21%;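 note: 0% = vehicle only and 100% = reference blocker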
Target sequence (O43353 whole entry, looked up): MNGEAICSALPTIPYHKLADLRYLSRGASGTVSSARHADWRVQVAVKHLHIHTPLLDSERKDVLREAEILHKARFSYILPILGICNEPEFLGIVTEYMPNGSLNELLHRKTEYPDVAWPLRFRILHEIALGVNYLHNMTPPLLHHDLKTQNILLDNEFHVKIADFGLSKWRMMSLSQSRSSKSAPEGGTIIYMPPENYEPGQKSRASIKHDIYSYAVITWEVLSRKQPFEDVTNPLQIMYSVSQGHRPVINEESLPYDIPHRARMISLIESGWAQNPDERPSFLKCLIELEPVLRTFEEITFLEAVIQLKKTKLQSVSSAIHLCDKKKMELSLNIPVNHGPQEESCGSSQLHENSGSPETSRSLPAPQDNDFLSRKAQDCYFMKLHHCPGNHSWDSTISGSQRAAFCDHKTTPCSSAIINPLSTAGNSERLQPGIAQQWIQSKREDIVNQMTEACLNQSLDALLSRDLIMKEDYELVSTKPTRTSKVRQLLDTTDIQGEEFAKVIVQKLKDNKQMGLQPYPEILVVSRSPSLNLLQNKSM
LRH-1 inv ag: NR5A2 inverse agonism in reporter assay | AID 602396 | inhibition, % at 3.6 µM | HEK293T StAR-luciferase reporter, LRH-1 transfected, 24 h | O00482 | 360,000 compounds, 0.13% hits;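 active = inhibition above the mean inhibition of all tested compounds plus 3 SD, cut at about 73% in these data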;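 note: 0% = DMSO wells and 100% = reporter-only cells lacking LRH-1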
TLR9-MyD88 block: blocks human TLR9 binding to MyD88 | AID 504734 | 340,000 compounds, 0.21% hits | inhibition, % at 4.98 µM | CHO BLA complementation TLR9-MyD88, CCF4 FRET ratio;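 active = inhibition above the mean over all tested compounds plus 3 SD, cut at about 21% in these data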;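 note: 0% = DMSO only wells and 100% = clavulanate BLA inhibitor control wells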
TROY NFkB inh: TROY signaling inhibition; Q293 LMP1-TROYcd NF-kB luciferase reporter, 4 h; inhibition, % at 10 µM; 360,000 compounds, 0.98% hits; AID 1347056;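 active = compounds whose plate-normalised and pattern-corrected inhibition of the luciferase reporter signal at the single screening dose is 50% or more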
Granule exo inh: blocks lytic granule exocytosis | inhibition, % at 10 µM | TALL-104 LAMP-1 surface exposure, flow cytometry; cells stimulated with thapsigargin and PMA | 360,000 compounds, 0.66% hits;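 active = inhibition above about 55%, limit read from the data; inconclusive = no clear call, values can overlap the other calls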
NCOA2 inhibitor: human SRC2 (NCOA2) inhibition; Q15596; HEK293 GAL4-SRC2 luciferase reporter, luminescence; inhibition, % at 9 µM; 370,000 compounds, 0.17% hits;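 active = inhibition above the mean inhibition of all tested compounds plus 3 SD, set per campaign, cut at about 52% in these data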;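 note: 0% = DMSO treated cells and 100% = cells given Gossypol at 36 µM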
NCOA1 inh: inhibitors of human steroid receptor coactivator 1 (SRC1); Q15788; HEK293 GAL4-SRC1 luciferase reporter, luminescence; inhibition, % at 3.6 µM; 360,000 compounds, 0.12% hits; AID 588354;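 active = inhibition above the campaign mean plus 3 SD, with each screening campaign given its own cutoff, cut at about 60% in these data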;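 note: 0% = DMSO treated cells and 100% = gossypol at 36 µM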
ABHD5-PLIN5 inh: blocks binding of human ABHD5 to perilipin-5; inhibition, % at 4 µM; Split G. princeps luciferase complementation, luminescence, 4 h; 360,000 compounds, 0.78% hits;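 active = inhibition above the mean inhibition across every tested compound plus 3 SD, cut at about 22% in these data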;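 note: 0% = DMSO only wells and the 100% control is not disclosed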
SRC3 inh: inhibits human SRC3 coactivator; HEK293 GAL4-SRC3 luciferase reporter, luminescence; inhibition, % at 3.6 µM; 360,000 compounds, 0.17% hits; AID 588352;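 active = inhibition above a per-campaign cutoff, the mean of all compounds plus 3 SD, cut at about 60% in these data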;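 note: 0% = DMSO-treated cells and 100% = gossypol-treated cells at 36 µM; higher means less SRC3-driven luciferase light from the GAL4 reporter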
NR2F2 inh: blocks human COUP-TFII nuclear receptor; P24468; HEK293T NGFI-A luciferase reporter, luminescence; inhibition, % at 8.6 µM; 370,000 compounds, 0.7% hits; AID 686940;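 active = inhibition above a per-plate cutoff, mean inhibition of test wells between control levels plus 3 SD, cut at about 38% in these data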;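 note: cells cotransfected with COUP-TFII expression vector driving the NGFI-A reporter; 0% = median of COUP-TF2 test wells and 100% = reporter-only cells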
Target sequence (P24468 whole entry, looked up): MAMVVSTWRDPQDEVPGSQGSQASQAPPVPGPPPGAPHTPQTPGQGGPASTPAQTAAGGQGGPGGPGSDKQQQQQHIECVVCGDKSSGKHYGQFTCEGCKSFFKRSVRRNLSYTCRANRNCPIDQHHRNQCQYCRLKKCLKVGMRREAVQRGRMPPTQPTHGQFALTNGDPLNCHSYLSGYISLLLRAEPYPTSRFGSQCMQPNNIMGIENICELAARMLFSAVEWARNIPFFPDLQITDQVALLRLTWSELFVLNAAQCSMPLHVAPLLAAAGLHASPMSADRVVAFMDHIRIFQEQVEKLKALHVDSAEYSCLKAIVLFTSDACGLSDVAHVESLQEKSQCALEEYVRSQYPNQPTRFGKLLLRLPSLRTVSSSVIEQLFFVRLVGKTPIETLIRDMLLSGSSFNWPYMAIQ
TWEAK-Fn14 inh: blocks TWEAK-Fn14 interaction in a reporter cell assay | TWEAK-stimulated Fn14 reporter cells, luciferase luminescence, 8 h | inhibition, % at 10 µM | 360,000 compounds, 2% hits | AID 1159606; in the data active = inhibition above about 50%
* = called active by the depositor; ? = inconclusive; . = not tested or not shown.

1: CCCN(CC(=O)Nc1ccccc1OC)C(=O)c1ccc2c(c1)NC(=O)C(C)S2 (stereo unspecified)
2: COc1ccc(CN2CCNC(=O)C2CC(=O)NCc2cn[nH]c2-c2ccccc2)c(F)c1 (stereo unspecified)
3: CC(C)(C)c1nn(-c2ccccc2)c2[nH]c(=O)c(CNc3ccc4c(c3)OCCO4)cc12
4: Cc1ccc(S(=O)(=O)N2CCCC2)cc1C(=O)N1CCN(Cc2ccccc2)CC1
5: CC(NC(=O)C1CCN(C(=O)Nc2ccccc2)CC1)c1ccccc1Cl (stereo unspecified)
6: O=C(NNC(=O)C(O)c1ccccc1)NC1CCCCC1 (stereo unspecified)
7: N#CCC(=O)N/N=C/c1cccc(Oc2ccccc2)c1
8: COc1cc(C#N)c(NC(=O)CN2CCC(C(N)=O)CC2)cc1OC

assay / entry	1	2	3	4	5	6	7	8
NCOA2 inhibitor	-14	-19	49	16	-15	15	20	10
TWEAK-Fn14 inh	18	-4	96*	-4	6	8	-4	6
NOD2 RIPK2 PPI	0	-5	1	4	-4	-7	2	-8
ABHD5-PLIN5 inh	6	-2	0	-2	3	-1	-2	-3
LRH-1 inv ag	-3	8	-5	-1	-15	3	2	-15
TLR9-MyD88 block	9	-7	-1	2	5	-3	-10	-8
NR2F2 inh	-14	-2	21	-12	0	-2	16	-18
NCOA1 inh	-8	7	24	6	-8	6	-7	-9
TROY NFkB inh	-2	-11	82*	19	1	-32	4	21
Granule exo inh	-1	-1	?	14	0	4	-1	2
SRC3 inh	25	19	15	0	7	4	14	9

Gathered by group, the compounds so far containing sulfur
1: CCCN(CC(=O)Nc1ccccc1OC)C(=O)c1ccc2c(c1)NC(=O)C(C)S2 (stereo unspecified)
4: Cc1ccc(S(=O)(=O)N2CCCC2)cc1C(=O)N1CCN(Cc2ccccc2)CC1

assay / entry	1	4
NCOA2 inhibitor	-14	16
TWEAK-Fn14 inh	18	-4
NOD2 RIPK2 PPI	0	4
ABHD5-PLIN5 inh	6	-2
LRH-1 inv ag	-3	-1
TLR9-MyD88 block	9	2
NR2F2 inh	-14	-12
NCOA1 inh	-8	6
TROY NFkB inh	-2	19
Granule exo inh	-1	14
SRC3 inh	25	0

The results go on.
9: Cc1ccc(NC(=O)CCC(=O)N/N=C/c2ccco2)c(C)c1
10: COc1ccc(C(C)=O)cc1Cn1c(=O)cc(C)[nH]c1=O
11: CCC1(c2ccccc2)NC(=O)N(CC(=O)Nc2nnc(C3CC3)s2)C1=O (stereo unspecified)
12: COc1ccc(CCNc2cc(C)nc3c(-c4ccc(Cl)cc4)cnn23)cc1OC
13: Cc1cc(C)c(C(=O)COC(=O)CCn2c(C)csc2=O)cc1C
14: CCn1c(SCC(=O)N2CCOCC2)nc(O)cc1=O
15: Cc1ccc(S(=O)(=O)N2CCN(C(=O)COC(=O)Cc3ccc(F)cc3)CC2)c(C)c1
16: CCN1C(=O)N[C@@H](c2cccc(F)c2)C(C(=O)OC)=C1C

assay / entry	9	10	11	12	13	14	15	16
NCOA2 inhibitor	7	-2	3	1	-25	-14	25	-1
TWEAK-Fn14 inh	11	19	-2	14	-23	4	-14	-1
NOD2 RIPK2 PPI	-9	-4	1	-12	2	-5	-7	-6
ABHD5-PLIN5 inh	-4	2	10	5	-1	4	0	5
LRH-1 inv ag	-5	-5	-9	8	-27	-5	-1	-3
TLR9-MyD88 block	2	-8	-1	-8	3	8	10	-2
NR2F2 inh	12	12	6	5	-19	4	-2	-9
NCOA1 inh	-3	-17	-6	-13	-29	1	-10	-34
TROY NFkB inh	0	3	-9	13	-29	2	-8	-2
Granule exo inh	-23	-5	-6	5	-2	-4	-3	-4
SRC3 inh	16	-5	-2	18	-34	-12	2	-43

Two compounds picked at random from the list so far, as already listed:
2: COc1ccc(CN2CCNC(=O)C2CC(=O)NCc2cn[nH]c2-c2ccccc2)c(F)c1 (stereo unspecified)
15: Cc1ccc(S(=O)(=O)N2CCN(C(=O)COC(=O)Cc3ccc(F)cc3)CC2)c(C)c1

assay / entry	2	15
NCOA2 inhibitor	-19	25
TWEAK-Fn14 inh	-4	-14
NOD2 RIPK2 PPI	-5	-7
ABHD5-PLIN5 inh	-2	0
LRH-1 inv ag	8	-1
TLR9-MyD88 block	-7	10
NR2F2 inh	-2	-2
NCOA1 inh	7	-10
TROY NFkB inh	-11	-8
Granule exo inh	-1	-3
SRC3 inh	19	2

Next part.
17: COc1ccc(/C=C(\NC(=O)c2ccc([N+](=O)[O-])cc2)C(=O)NCCN2CCOCC2)cc1
18: COc1ccc(OC)c2c1CCC1(C2)NC(=O)NC1=O (stereo unspecified)
19: CN1C(=O)c2cccc3c(S(=O)(=O)NCc4ccco4)ccc1c23
20: CCOC(=O)NC(C(F)(F)F)(C(F)(F)F)P(=O)(c1ccccc1)c1ccccc1
21: Cc1ccc(SCc2nc(-c3ccccc3)no2)cc1
22: COc1cccc2c3c(c(=O)[nH]c12)CCC(C)(C)O3
23: Cc1cn([C@H]2C[C@H](O)[C@@H](/C=C/C(=O)NCCCc3ccccc3)O2)c(=O)[nH]c1=O
24: CC1CCC(NC(=O)CC2Oc3ccccc3NC2=O)CC1 (stereo unspecified)

assay / entry	17	18	19	20	21	22	23	24
NCOA2 inhibitor	-10	-12	-21	-39	-3	-26	-8	-2
TWEAK-Fn14 inh	5	0	4	-14	-32	-9	2	-1
NOD2 RIPK2 PPI	-2	-8	-1	-10	-8	4	-12	-3
ABHD5-PLIN5 inh	-1	10	7	2	-1	3	5	-3
LRH-1 inv ag	-3	-15	19	3	-17	3	1	9
TLR9-MyD88 block	8	.	4	-4	-19	0	.	9
NR2F2 inh	1	18	-15	7	-7	-18	5	24
NCOA1 inh	-5	-4	-5	-8	-19	-10	-9	-5
TROY NFkB inh	-1	-7	17	-25	-31	-100	-15	2
Granule exo inh	4	0	-1	2	21	2	-5	-5
SRC3 inh	5	14	3	-20	-6	2	-11	1

Four of the compounds above, with bars between the fields.
nr | mol | NCOA2 inhibitor | TWEAK-Fn14 inh | NOD2 RIPK2 PPI | ABHD5-PLIN5 inh | LRH-1 inv ag | TLR9-MyD88 block | NR2F2 inh | NCOA1 inh | TROY NFkB inh | Granule exo inh | SRC3 inh
21 | Cc1ccc(SCc2nc(-c3ccccc3)no2)cc1 | -3 | -32 | -8 | -1 | -17 | -19 | -7 | -19 | -31 | 21 | -6
22 | COc1cccc2c3c(c(=O)[nH]c12)CCC(C)(C)O3 | -26 | -9 | 4 | 3 | 3 | 0 | -18 | -10 | -100 | 2 | 2
23 | Cc1cn([C@H]2C[C@H](O)[C@@H](/C=C/C(=O)NCCCc3ccccc3)O2)c(=O)[nH]c1=O | -8 | 2 | -12 | 5 | 1 | . | 5 | -9 | -15 | -5 | -11
24 | CC1CCC(NC(=O)CC2Oc3ccccc3NC2=O)CC1 (stereo unspecified) | -2 | -1 | -3 | -3 | 9 | 9 | 24 | -5 | 2 | -5 | 1

Continuation:
25: Cc1ccc2nc(SCC(=O)Nc3ccc(F)c([N+](=O)[O-])c3)[nH]c2c1
26: CCN(c1ccc(C)cc1C)S(=O)(=O)c1nnc(NC(=O)C(C)(C)C)s1
27: O=c1[nH]c2cc3ccccc3cc2nc1C(F)(F)F
28: CCC/C(=N\NC(=O)C1CC1)c1ccccc1
29: CCN(CC)C(=O)C1=C(C)N(Cc2ccc(C(C)(C)C)cc2)C(=O)C(CC(=O)NC(c2ccccc2)c2ccccc2)C1 (stereo unspecified)
30: CCCOC1CCCN(C(=O)c2cc(Cl)c(Cl)cc2C(=O)O)C1 (stereo unspecified)
31: Nc1ccc(N2N=C(N3CCCC3)CC2=O)cc1
32: COc1cc(CC(=O)OCC(=O)NC(C)c2ccccc2)cc(OC)c1OC (stereo unspecified)

assay / entry	25	26	27	28	29	30	31	32
NCOA2 inhibitor	11	0	-3	2	-9	-12	4	1
TWEAK-Fn14 inh	-18	19	-13	6	17	-2	18	4
NOD2 RIPK2 PPI	0	-7	4	5	-4	0	-1	-11
ABHD5-PLIN5 inh	-2	-7	-4	0	1	3	0	3
LRH-1 inv ag	0	5	-27	-26	19	0	14	12
TLR9-MyD88 block	-7	2	-7	.	-9	-9	-1	0
NR2F2 inh	8	-8	11	12	8	6	0	5
NCOA1 inh	-1	1	2	-21	13	2	11	3
TROY NFkB inh	-52	6	-7	11	16	-14	-18	7
Granule exo inh	-2	3	-1	-7	0	4	-2	7
SRC3 inh	-23	3	10	-1	-23	1	4	-3

33: CCCn1c(SCC(=O)NC(C)(C)C)nnc1C(C)C
34: CC(C)(C)C(=O)CSc1nc2ccccc2o1
35: O=C(C=Cc1ccccc1)c1c[nH]c2ccccc2c1=O
36: c1ccc(CCCCN2CCN=C2Nc2ccccc2)cc1
37: Cc1ccc2c(c1)cc1c(=O)n(CC(=O)NCCCc3ccccc3)nc(C)n12
38: CC1CCCC(NC(=O)COC(=O)COc2ccc(C#N)cc2)C1C (stereo unspecified)
39: N#CC(=C1C=CC(=NO)C(Cl)=C1)c1ccc(Cl)cc1
40: CCOC(=O)[C@]12CCC=C1N(Cc1ccccc1)C(=O)[C@H](CC(=O)NCc1ccccc1)C2
41: CN(CCN1CCOCC1)Cc1nc(-c2cccs2)no1

assay / entry	33	34	35	36	37	38	39	40	41
NCOA2 inhibitor	9	-58	28	-7	8	6	25	-29	4
TWEAK-Fn14 inh	-5	-3	78*	-24	-8	-17	64*	-1	-7
NOD2 RIPK2 PPI	3	-9	9	-19	-2	-1	42*	-1	-7
ABHD5-PLIN5 inh	1	-1	27*	1	-3	-4	-11	-10	4
LRH-1 inv ag	1	-46	-2	0	-5	-30	23	-24	-2
TLR9-MyD88 block	6	-9	0	-5	2	5	8	.	0
NR2F2 inh	-3	-12	-67	-8	-4	8	25	16	-11
NCOA1 inh	-20	-83	-12	0	-2	8	10	.	-1
TROY NFkB inh	-3	8	3	-5	-36	3	27	4	-1
Granule exo inh	-2	6	5	-2	8	-2	-20	18	9
SRC3 inh	10	-51	-7	12	17	3	23	.	-3

An excerpt (hit frequency here may not be typical).
